# pCIP destab: p/CIP-EGFP fusion destabilizers, primary screen, fluorescence, F442A cells; Q05BA5; 16 h; decrease of EGFP signal, % at 10 µM; 0.01% of 290,000 active;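 active = EGFP signal decrease of at least 30% at 10 µM or well 3 SD below plate mean, unless failing retest; inactive = the rest, including hits failing retest or dose response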; also: some compounds called inactive have numbers as strong as hits; many of its hits are not listed in these tables
# VIM-2 inhibitor: VIM-2 metallo-beta-lactamase inhibitors, primary screen, biochemical, epi-absorbance readout, Pseudomonas aeruginosa enzyme | inhibition, % at 5.6 µM | purified VIM-2, nitrocefin hydrolysis, epi-absorbance fluorescence | 0.89% of 290,000 active;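 active = inhibition above the mean of all tested compounds plus 3 SD, cutoff set per screening run, cut at about 7.5% in these data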;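 also: red hydrolysis product quenches plate fluorescence so inhibitors raise well fluorescence; 0% = enzyme with DMSO and 100% = DMSO without enzyme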
# PHOSPHO1 inh: PubChem AID 1565 | Phosphoethanolamine/phosphocholine phosphatase (Homo sapiens), Q8TCT1 | recombinant PHOSPHO1, absorbance phosphatase assay | inhibition, % at 13.3 µM | 1.1% of 290,000 active; in the data active = inhibition above about 60%
# HCV NS3 hel inh: inhibitors of HCV NS3 helicase, primary screen, biochemical, Cy5 molecular beacon fluorescence; NS3 helicase DNA unwinding; inhibition, % at 10.9 µM; 0.56% of 290,000 active;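 active = inhibition above the mean of all tested compounds plus 3 SD, set per campaign, cut at about 35% in these data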;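 also: 0% = DMSO wells and 100% = thioflavine S control wells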
#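 Test system: hepatitis C virus NS3 helicase domain fragment enzyme. Also added: annealed dual-labelled DNA beacon duplex, ATP-started. Timing: 60 min unwinding reaction at 25 °C after ATP addition. Technique: Cy5 fluorescence. Measure: % inhibition of unwinding.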
# SUMO HTRF inh: inhibitors of in vitro SUMOylation cascade, primary screen, biochemical, HTRF, uHTS | AID 2006, 2009 | inhibition, % at 35 µM | SUMO-conjugating enzyme UBC9 (Homo sapiens), P63279 | 0.36% of 290,000 active | HTRF SUMOylation assay, SAE1/SAE2 + UBC9; in the data active = inhibition above about 50%, passing the limit was not always enough; also: strong numbers were not always called active
# DNA FID counter: compounds displacing fluorescent DNA intercalator, primary screen, artefact control for HCV NS3 helicase inhibitor project, biochemical, FID fluorescence; DNA fluorescent intercalator displacement; inhibition, % at 7.9 µM; 0.17% of 290,000 active; AID 1845, 2009; in the data active = inhibition above about 37%;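 also: 0% = vehicle and 100% = reference compound; higher means more ethidium bromide displaced from hairpin DNA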
# IDE act: human IDE activators in live cells, primary screen, fluorescence polarization, HEK cells, FAbeta-B substrate. 0.073% of 340,000 active. AID 493087, 2011. Insulin-degrading enzyme (Homo sapiens), P14735. FAbeta-B cleavage; 0% vehicle, 100% cell-free pure enzyme wells. activation, % at 5.96 µM;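 active = activation above the mean of all tested compounds plus 3 SD, set per screening campaign, cut at about 17% in these data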
# Target sequence (P14735 whole entry, looked up): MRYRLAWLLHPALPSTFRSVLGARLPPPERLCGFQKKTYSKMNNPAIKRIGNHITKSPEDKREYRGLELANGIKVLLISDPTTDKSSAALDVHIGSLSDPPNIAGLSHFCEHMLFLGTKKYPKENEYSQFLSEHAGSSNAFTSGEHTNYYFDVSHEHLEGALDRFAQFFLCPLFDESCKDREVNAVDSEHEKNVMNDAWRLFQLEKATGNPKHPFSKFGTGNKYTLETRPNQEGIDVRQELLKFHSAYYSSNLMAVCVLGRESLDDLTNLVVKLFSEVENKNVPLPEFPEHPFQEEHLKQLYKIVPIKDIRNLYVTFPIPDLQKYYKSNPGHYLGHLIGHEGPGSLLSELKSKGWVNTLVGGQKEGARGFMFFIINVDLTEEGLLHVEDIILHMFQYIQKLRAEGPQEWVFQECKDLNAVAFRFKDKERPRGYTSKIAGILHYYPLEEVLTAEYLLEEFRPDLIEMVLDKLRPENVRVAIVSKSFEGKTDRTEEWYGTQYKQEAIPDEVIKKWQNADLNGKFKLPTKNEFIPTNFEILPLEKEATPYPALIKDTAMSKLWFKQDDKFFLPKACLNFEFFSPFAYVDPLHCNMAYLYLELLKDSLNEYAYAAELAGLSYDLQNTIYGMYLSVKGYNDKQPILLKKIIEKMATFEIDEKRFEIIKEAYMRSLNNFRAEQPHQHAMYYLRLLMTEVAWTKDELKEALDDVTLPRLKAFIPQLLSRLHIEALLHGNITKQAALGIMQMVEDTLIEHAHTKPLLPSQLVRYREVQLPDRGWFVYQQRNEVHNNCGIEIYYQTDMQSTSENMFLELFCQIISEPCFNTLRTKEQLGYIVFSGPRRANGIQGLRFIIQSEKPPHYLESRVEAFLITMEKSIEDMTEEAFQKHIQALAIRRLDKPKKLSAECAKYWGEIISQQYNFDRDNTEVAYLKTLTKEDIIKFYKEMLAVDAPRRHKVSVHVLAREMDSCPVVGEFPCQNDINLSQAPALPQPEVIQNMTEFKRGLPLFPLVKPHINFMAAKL
# IMP-1 inhibitor: IMP-1 metallo-beta-lactamase inhibitors, primary screen, biochemical, epi-absorbance readout, Pseudomonas aeruginosa enzyme; 0.45% of 290,000 active; purified IMP-1, nitrocefin hydrolysis, epi-absorbance fluorescence; inhibition, % at 5.6 µM; metallo-beta-lactamase IMP-1 (Pseudomonas aeruginosa); AID 1556, 2009;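 active = inhibition above the mean plus 3 SD of all compounds in the same screening run, cut at about 4.5% in these data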;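 also: 0% = IMP-1 with DMSO and 100% = DMSO wells lacking enzyme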
#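 Assay system: purified IMP-1; Quantity: IMP-1 0.2 nM before substrate addition; Medium: HEPES buffer pH 7.1 with ZnSO4 and Brij 35; Incubation: 15 min enzyme–compound preincubation, then 25 min nitrocefin reaction, 25 °C; Signal: fluorescence quenching readout, ex 480/em 530 nm; Controls: DMSO with and without IMP-1; Repeats: singlicate testing.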
# MEKK3 PB1 HTS: modulators of MEKK3-MEK5 PB1 binding, primary screen, biochemical, wildtype MEKK3, multiplex bead flow cytometry, Alexa488-MEK5. bead-based flow cytometry, Alexa488-MEK5 binding to MEKK3; actives lie on both sides; 0 = blocked by unlabeled MEK5, 100 = vehicle. binding response (% of control), % at 10 µM. 1.4% of 290,000 active;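 active = binding response more than 3 SD above or below the average of its plate-row segment, actives on both sides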;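 also: Alexa488 bead fluorescence after subtracting the streptavidin-only scavenger bead signal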
# An asterisk follows results filed as active; . = no result given.
nr	canonical_smiles	pCIP destab	VIM-2 inhibitor	PHOSPHO1 inh	HCV NS3 hel inh	SUMO HTRF inh	DNA FID counter	IDE act	IMP-1 inhibitor	MEKK3 PB1 HTS
1	Cc1ccc(NC(=O)N2CCC(C(=O)NCC(C)C)CC2)cc1	2	-3.3	-12	4	12	-10	2	-4.2	102
2	CCOC(=O)c1c(C)c(C(=O)NCCc2ccc(S(N)(=O)=O)cc2)c(C)n1CC	-16	1.3	26	20	12	-18	-1	0.2	.
3	CCn1cc(C(=O)NCCO)c(=O)c2cc(F)c(N3CCN(C)CC3)cc21	-6	1.2	.	1	-12	-4	3	-2.6	100
4	CCN(CC)CCNC(=O)CCCCn1c(=S)[nH]c2c([nH]c3ccc(OC)cc32)c1=O	4	5.1	95*	-28	27	24	-2	-0.3	102
5	COc1cc(/C=C2/SC(=S)N(CCC(=O)Nc3ccc(C(=O)O)cc3)C2=O)cc(OC)c1OC	-8	1.0	20	-12	5	-22	2	-1.2	102
6	CCS(=O)(=O)N1CCC(C(=O)NCc2cccs2)CC1	0	-2.8	2	-4	13	5	1	0.6	101
7	COc1cccc(-c2c(C(=O)N/N=C(\C)c3cccs3)nnn2-c2nonc2N)c1	-17	-5.8	18	7	-14	-27	3	-3.6	99
8	O=C(CSCc1cccc(F)c1)NCc1ccccc1	10	-2.2	21	0	-9	3	3	-1.2	95
9	CCC(CC)=N/N=C/c1c(O)n(CC)c2cc(C3=NNC(=O)CC3)ccc12	-9	-2.3	-8	4	29	-11	-3	-2.9	75
10	Cc1cc(=O)oc2c(C)c(OCC(=O)NCC3CCC(C(=O)O)CC3)ccc12 (configuration not stated)	15	-0.5	-39	0	16	-16	2	-1.8	104
11	CC(=O)c1cccc(N(CC(=O)Nc2ccc(F)cc2)S(C)(=O)=O)c1	-12	-0.8	-4	5	-2	-7	3	-4.1	97
12	OC(COc1ccccc1)CN1CCCCCC1 (configuration not stated)	-10	-1.2	44	-4	5	2	8	-2.8	106
13	COc1ccc(-c2noc(CN(C)C(=O)CCN3C(=O)[C@H]4CC=CC[C@H]4C3=O)n2)cc1	-16	-1.1	17	10	-12	-33	8	0.2	97
14	Cc1cccc(CSCC(=O)NCc2ccc(S(N)(=O)=O)cc2)c1	-3	-1.8	16	4	16	-11	13	-2.9	107
15	Cc1nc(NC(=O)c2ccco2)sc1C(=O)Nc1ccc(Br)cc1	10	-2.4	8	-8	-2	-5	-2	-1.4	101
16	Cc1ccc(-c2csc(NC(=O)CCNC(=O)c3ccccc3Cl)n2)cc1	-12	0.4	0	-19	-9	-27	-6	-3.4	106
17	O=[N+]([O-])c1cccc(Cl)c1NCCNS(=O)(=O)c1ccccc1	-10	-3.2	-16	0	19	4	4	-2.8	104
18	Cc1ccc(C)c(NC(=O)CSc2nc(C)cc(C)c2C#N)c1	-7	-4.6	-5	-13	-7	-5	4	-3.2	100
19	CCOc1ccc(NC(=O)c2sc3nc(N4CCOCC4)c4c(c3c2N)CCCC4)cc1	-6	-0.1	40	-19	5	-33	-10	-1.8	99
20	COC(=O)c1ccccc1SC1CC(=O)N(c2cccc(C)c2)C1=O (configuration not stated)	-5	-0.5	-12	8	4	-2	-7	-0.6	99
21	CCOC(=O)C1=C(C)NC(=O)/C1=C\N(C)C	-4	-2.3	57	-3	9	1	7	-3.2	104
22	COc1ccccc1C(=O)N/C(=C\c1ccc(Br)cc1)C(=O)NCCO	0	-2.1	14	5	-3	-11	5	-2.9	129*
23	CCCc1nnc(NC(=O)CCC(=O)N2CCN(c3ccccn3)CC2)s1	-13	0.8	36	5	0	-14	13	-1.0	94
24	COc1ccc(CCNC(=O)CC2SC(=NCCC(C)C)NC2=O)cc1OC (configuration not stated)	0	-0.4	1	7	-20	-24	2	-0.7	150*
25	Cc1ccc(S(=O)(=O)Cn2nnnc2C(CC(C)C)N2CCN(C(=O)c3ccco3)CC2)cc1 (configuration not stated)	-1	-4.0	-10	-7	3	-41	0	-1.9	104
26	CCN1CCc2c(OCC(=O)Nc3cccc(C)c3)cccc2C1=O	-1	-1.0	27	-8	-6	-14	-3	-1.8	97
27	Cc1ccc(NC(=O)CSc2nn(-c3ccc(Cl)cc3)c(=S)s2)cc1S(=O)(=O)N(C)C	-16	0.6	1	15	-21	-3	-10	-0.7	100
28	O=C(c1ccc(Cn2ccc([N+](=O)[O-])n2)cc1)N1CCN(Cc2ccccc2)CC1	-6	-0.6	33	-3	-8	-10	3	-2.1	95
29	Cc1ccc(NC(=O)C2(c3ccccc3)CCOCC2)cc1	-16	-2.8	-3	4	15	-4	5	-1.8	97
30	CCOC(=O)C1=C(C)NC2=C(C(=O)CCC2)C1c1cc(OC)ccc1OC (configuration not stated)	4	-1.5	-64	-1	-10	-4	7	-1.1	95
31	Cc1ccc(OCC(=O)N/N=C/c2c[nH]c3ccccc23)c([N+](=O)[O-])c1	-4	-2.3	-3	-8	-3	0	4	-3.4	103
32	CCCCN(CC)CCCNC(=O)c1cc2cc3ccc(C)cc3nc2o1	-10	7.2	42	-12	4	7	-2	-1.9	101
33	O=C(C[n+]1cc(-c2ccccc2)n2c1CCC2)OCc1ccccc1	-14	-4.5	15	3	9	0	4	-1.5	100
34	CCNC(=O)CN(c1ccc(CC)cc1)S(C)(=O)=O	2	2.0	-12	3	11	-6	0	0.8	85
35	CC(CC(=O)Nc1ccc(F)cc1)S(=O)(=O)c1ccc2c(c1)NC(=O)CO2 (configuration not stated)	-10	-0.3	38	25	16	-17	2	-1.8	96
36	O=C(COC(=O)c1c(Cl)cccc1Cl)NC1CCCCC1	2	-0.2	-7	15	6	-18	-3	-0.3	99

# An excerpt from above in order of the IMP-1 inhibitor value, low to high.
entry	SMILES	IMP-1 inhibitor
31	Cc1ccc(OCC(=O)N/N=C/c2c[nH]c3ccccc23)c([N+](=O)[O-])c1	-3.4
25	Cc1ccc(S(=O)(=O)Cn2nnnc2C(CC(C)C)N2CCN(C(=O)c3ccco3)CC2)cc1 (configuration not stated)	-1.9
26	CCN1CCc2c(OCC(=O)Nc3cccc(C)c3)cccc2C1=O	-1.8
33	O=C(C[n+]1cc(-c2ccccc2)n2c1CCC2)OCc1ccccc1	-1.5
36	O=C(COC(=O)c1c(Cl)cccc1Cl)NC1CCCCC1	-0.3

# The list goes on:
nr	canonical_smiles	pCIP destab	VIM-2 inhibitor	PHOSPHO1 inh	HCV NS3 hel inh	SUMO HTRF inh	DNA FID counter	IDE act	IMP-1 inhibitor	MEKK3 PB1 HTS
37	CC1=Nc2cc(C(=O)NCc3ccco3)ccc2Sc2ccc(C)cc21	-17	-1.9	-7	24	-3	-36	-4	-0.1	94
38	CCOc1ccc(S(=O)(=O)N2CCCCC2)c(C)c1C	-9	-3.4	39	-1	-3	-24	7	-2.6	102
39	CS(=O)(=O)N(CCc1ccccc1)CC(=O)NCc1ccc(Cl)cc1	2	-2.0	-12	-2	-4	-16	9	-2.4	99
40	Cc1cnc(NC(=O)CSc2ccccc2)s1	1	-3.1	17	2	-7	-5	-2	-1.1	100
41	COC(=O)C(CC(=O)c1ccc(Cl)cc1)c1ccc(C(C)C)cc1 (configuration not stated)	-12	-0.2	6	-3	0	-4	3	-3.5	106
42	C#CCn1c(=NC(=O)CSCC(=O)N2CCOCC2)sc2ccccc21	-6	0.3	12	9	11	-10	-4	0.6	98
43	Cn1c2ccccc2c2cnn(CC(=O)Nc3ccc(F)cc3F)c(=O)c21	5	-2.6	43	20	49	-2	6	-1.8	113
44	CCNC(=O)COC(=O)c1cc(-c2ccc(OC)cc2)nc2ccccc12	-2	-1.9	4	-13	-3	-19	4	-1.9	99
45	COc1ccc(CNC(=O)N2CCc3ccccc3C2)cc1Cl	-7	-4.2	33	-1	2	-25	-2	-4.6	109
46	Cc1ccc(OCC(=O)c2ccc(Cl)s2)c([N+](=O)[O-])n1	-18	0.9	28	11	25	-5	-4	-2.4	106
47	CN(C)S(=O)(=O)c1cc(C(=O)NCCCn2ccc3ccccc32)ccc1Cl	0	0.5	39	-24	-16	-14	2	-8.1	88

# Grouped by structure, those above with an NH in an aromatic ring.
nr	canonical_smiles	pCIP destab	VIM-2 inhibitor	PHOSPHO1 inh	HCV NS3 hel inh	SUMO HTRF inh	DNA FID counter	IDE act	IMP-1 inhibitor	MEKK3 PB1 HTS
4	CCN(CC)CCNC(=O)CCCCn1c(=S)[nH]c2c([nH]c3ccc(OC)cc32)c1=O	4	5.1	95*	-28	27	24	-2	-0.3	102
31	Cc1ccc(OCC(=O)N/N=C/c2c[nH]c3ccccc23)c([N+](=O)[O-])c1	-4	-2.3	-3	-8	-3	0	4	-3.4	103

# Screens as filed in PubChem BioAssay.

# Some of the compounds tested, so the mix of outcomes need not match the whole.
